Bioassay records as filed in PubChem BioAssay.
Epigenetic reg: regulators of epigenetic silencing causing reporter derepression in mouse cells; murine LDR cells, GFP reporter derepression, 30 h; Potency, µM (top dose mostly 53.9 µM), without a hit: at the top dose GFP activation, actives largely listed as activators; 280,000 compounds, 0.2% hits; AID 1865; active means well fitted activation curve with a large enough effect; inconclusive means small, poorly fitted or top-dose-only effect; further: % of control where 0% means no effect; nearly all actives have a fitted effect of over 60% in size
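Murine LDR cells carrying a silenced, genomically integrated CMV-driven GFP reporter were exposed to compound for 30 hours at 37 C. After PBS washes, GFP-positive cells (20–120 um objects) were counted by laser-scanning microplate cytometry.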
* hit, by the source's call; ? = inconclusive. Potency means the concentration at half of the fitted maximal effect. Not all compounds are listed; rates above refer to the full screens.

mol | Epigenetic reg
CCCn1c(-c2ccc(S(=O)(=O)N3CCOCC3)cc2)csc1=Nc1ccc(OCC)cc1 | 3.2%
COc1cccc(C2C(C(=O)Nc3ccc(C)cc3C)=C(C)Nc3nc4ccccc4n32)c1OC (centres undefined) | -0.9%
O=C(Cc1csc2nc(-c3ccc(F)cc3)cn12)NCc1ccccc1 | 1.7%
Cc1cccc(NC(=O)Nc2nnc(N3CCCC3)s2)c1 | 0.9%
CC1(C)O[C@H]2[C@@H](O1)[C@@H](C(=O)Nc1ccccc1C(F)(F)F)O[C@@H]1OC(C)(C)O[C@@H]12 | 7.4%
CCOC(=O)Cn1c(=O)n(C2CCCCC2)c2nc(-c3ccc(C(C)C)cc3)nc(C(N)=O)c21 | 2.8%
COc1cccc(CNS(=O)(=O)c2ccc(N3CCCCS3(=O)=O)cc2)c1 | -1.0%
CN(Cc1ccc(F)cc1)S(=O)(=O)c1nnc(NC(=O)c2ccc(F)cc2)s1 | 0.4%
CCc1ccc(-c2nn(CC(=O)NC3CCCCC3)c3c2cnc2ccc(OC)cc23)cc1 | 9.9%
COc1ccc(Nc2nc3c(S(=O)(=O)c4ccc(Br)cc4)nnn3c3ccsc23)c(OC)c1 | -0.3%
COc1cc(NC(=O)c2nc3ccccc3nc2C)cc(OC)c1OC | -0.9%
CN(C)c1ccc(CNC(=O)CN(C)S(=O)(=O)c2ccc3c(c2)c(=O)n(C)c(=O)n3C)cc1 | -0.3%
Cc1ccc(OCc2cc(=O)n3cc(C)sc3n2)c(NC(=O)c2ccco2)c1 | 3.5%
Cc1ccc(-c2c(C(=O)N3CCN(c4cccc(C)c4C)CC3)oc(=O)c3ccccc23)cc1 | -1.9%
COc1ccc(NC(=O)CCS(=O)(=O)c2cc3c4c(c2)CCN4C(=O)CC3)cc1OC | -2.6%
CCCOc1ccc(Nc2nc(SC)ncc2C(=O)OCC)cc1 | -0.8%
Cc1ccc(-n2ncc(C(=O)NCc3ccco3)c2C2CCN(C(=O)OC(C)(C)C)CC2)c(C)c1 | -1.3%
COc1cccc(CNC(=O)c2sc3nc[nH]c(=O)c3c2C)c1 | 1.4%
CSc1nnc(NC(=O)Cc2coc3cc(C)ccc23)s1 | 3.7%
Cc1ccc(C(c2ccccc2)c2c(C)[nH]c3ccccc23)s1 (centres undefined) | 0.0%
C=CCC(CC=C)(CNC(=O)C(=O)Nc1cc(C)ccc1OC)c1ccc(OC)c(OC)c1 | 0.7%
Fc1ccc(Nc2ncnc3onc(-c4ccc(Cl)cc4)c23)cc1Cl | -4.5%
Cc1nc(-n2nc(C)c(CCC(C)C)c2C)sc1C(=O)Nc1cccc(Cl)c1 | 0.0%
Cc1cc(=O)n2c(C(=O)Nc3ccc(C)c(Cl)c3)c(C(=O)Nc3ccccc3)sc2n1 | -1.0%
COc1cc(-c2nnc(SCCOc3ccccc3)o2)cc(OC)c1OC | -3.2%
O=C(NCCc1ccccc1)c1ccc(CSc2nc3ccncc3n2Cc2cccc(F)c2)cc1 | -1.2%
CCOCCCN1C(=O)CN(C2CCCCCC2)C(=O)C1c1ccc(OC(C)C)c(OC)c1 (centres undefined) | 1.2%
CCCC(=O)OC1=C(C(C)=O)N(Cc2ccccc2)S(=O)(=O)c2ccccc21 | -1.6%
COc1ccccc1NC(=O)Cn1nnc(C(=O)NCc2cccs2)c1N | -2.2%
O=C(Nc1ccc(Cl)c(Cl)c1)N1CCC(c2ccccc2)C1 (centres undefined) | -1.1%
Cc1nn(CC(=O)NCc2ccccc2Cl)c(=O)c2cccn12 | 2.4%
Cc1nc2ccn(Cc3cccs3)c(=O)c2cc1C(=O)NCc1ccc(Cl)cc1 | 0.0%
CC(=O)Nc1ccc(NC(=O)C2CCCN(S(=O)(=O)c3ccc4c(c3)CCCC(=O)N4)C2)cc1 (centres undefined) | -1.3%
Cc1cc(NC(=O)CCS(=O)(=O)c2cc3c4c(c2)CCN4C(=O)CC3)ccc1Br | -2.9%
Cc1cc(C)c(NC(=O)c2nc3ccccc3nc2N2CCCCC2)c(C)c1 | -1.3%
CCc1ccc(NC(=O)C2CCN(c3nnc(-n4c(C)ccc4C)s3)CC2)cc1 | 5.2%
COc1ccc2c(c1)c(=O)c(C(=O)c1ccc(Cl)cc1)cn2CC(=O)Nc1ccc2c(c1)OCO2 | 7.3%
COc1c(C)cc(Br)cc1C(=O)Nc1ccc(-c2nc3ncccc3o2)cc1 | 1.0%
CC(=O)Nc1ccc(S(=O)(=O)N2CCC(n3c(C(F)(F)F)nc4cccnc43)CC2)cc1 | -2.6%
Cc1ccccc1CSc1nc2cccnc2n1Cc1ccc(C(=O)NCCc2cccs2)cc1 | -0.4%
COc1cc(C(=O)n2nc(C)c(Sc3ccc(Cl)cc3)c2C)cc(OC)c1OC | 2.2%
O=C1C2=C(Nc3ccccc3SC2c2ccccc2C(F)(F)F)c2ccccc21 (centres undefined) | 0.0%
Cc1nc2c(c(C)c1CCC(=O)Nc1ccc(F)cc1)c(=O)n(C)c(=O)n2C | 1.1%
Cc1cc(C)cc(Nc2cc(-c3ccccc3)nc(C)n2)c1 | 3.2%
Cc1cn2c(=O)cc(COC(=O)c3cccc(NC(=O)c4ccccc4C)c3)nc2s1 | ?
Cc1cc(C)c(S(=O)(=O)NCCc2csc3nc(-c4ccc(Cl)cc4)nn23)c(C)c1 | 9.2%
CCc1ccc(-c2nc(CN3CCCC(C(=O)N4CCN(c5cc(Cl)ccc5C)CC4)C3)c(C)o2)cc1 (centres undefined) | 1.9%
COc1ccccc1NS(=O)(=O)c1cn(C)c(C)n1 | -1.7%
CCOC(=O)c1c(NC(=O)c2cc3nc(-c4ccccc4)cc(C(F)(F)F)n3n2)sc2c1CCC(C)C2 (centres undefined) | -1.3%
CCOc1ccc(C2C(=O)N(C3CCCCC3)CC(=O)N2Cc2ccccc2OC)cc1OC (centres undefined) | 3.0%

Following part:
mol | Epigenetic reg
COc1ccc(S(=O)(=O)NCC(c2ccco2)N2CCN(c3ccccc3)CC2)cc1OC (centres undefined) | 0.0%
CCOc1ccc(C(=O)NCc2ccc3c(c2)CCN3C(=O)c2ccc(C)cc2)cc1OCC | 1.3%
CCOC(=O)c1c(C)oc2nc(C)nc(NCC3CCN(Cc4ccc(F)cc4)CC3)c12 | -2.3%
Cc1cccc(CCNC(=O)c2cc3c(=O)[nH]c4ccc(C)cc4c3s2)c1 | 1.4%
COc1ccc(-c2cc(OC(=O)c3cccc(Cl)c3)c3c(C)oc(C)c3c(=O)c2)cc1 | 1.9%
CN(C)c1ccc(CNC(=O)C2COc3ccccc3C2)cc1 (centres undefined) | 0.0%
Cc1cccc(C(c2sc3nc(-c4ccco4)nn3c2O)N2CCOCC2)c1 (centres undefined) | 7.4%
CC1CCc2c(sc3nc(-c4cc5ccccc5oc4=O)nc(Cl)c23)C1 (centres undefined) | 0.0%
Cc1cccc(-n2ccnc2SCC(=O)Nc2ccc(F)cc2F)c1C | 1.1%
Cc1ccc(Cn2c(=O)n(CCCC(=O)NCc3ccccc3Cl)c(=O)c3ccccc32)cc1 | -1.8%
CCOC(=O)c1ccccc1NC(=O)c1cc2c(s1)-c1ccccc1SC2 | -2.1%
Cn1c(=O)cc(OCC(=O)N2CCN(c3ccccc3)CC2)c2ccccc21 | -1.1%
COc1cc(NC(=O)CN2C(=O)C(c3ccc(C)cc3)=NC23CCCCCC3)cc(OC)c1 | 16%
Cc1ccc(CNC(=O)CN2C(=O)CSc3c2c(C)nn3-c2ccccc2)cc1 | 0.0%
Cc1ccc(CNC(=O)C2CCN(c3nn4cc(-c5ccc(F)cc5)nc4s3)CC2)cc1 | -1.2%
CCc1nc2nc(C)c(NS(=O)(=O)c3ccc(C)cc3)c(=O)n2[nH]1 | 1.3%
COC(=O)c1ccc2nc(C)cc(Nc3cccc(Cl)c3C)c2c1 | -1.6%
CC(C)CNc1cc(NC2CCCCC2)c2c3c(onc13)-c1ccccc1C2=O | -4.9%
CCOC(=O)c1sc2ccccc2c1S(=O)(=O)N1CCN(c2cc(C)ccc2C)CC1 | 0.0%
Cc1ccc(NC(=O)C2CCN(S(=O)(=O)c3ccc4c(c3)CCCN4C(=O)C3CCC3)CC2)cc1 | 0.3%
COc1ccccc1NC(=O)CCn1c(=O)oc2cc(Cl)ccc21 | 0.0%
COc1ccc(Br)cc1CNC(=O)CSc1n[nH]c(-c2ccccc2)n1 | 9.8%
O=C(Cn1c(=O)oc2cc(S(=O)(=O)N3CCCC3)ccc21)NCc1ccc(Cl)cc1 | -3.2%
CCOC(=O)C1=C(CNCc2ccc(Cl)cc2)NC(=O)NC1c1ccccc1 (centres undefined) | -1.1%
CCCOc1ccc(OC(=O)c2c(-c3ccccc3Cl)noc2C)cc1 | 4.1%
O=C(Nc1cccc2cccnc12)c1ccc(-c2cccc(Cl)c2)o1 | -0.2%
Cc1cccc(C(=O)N2CCc3cc(CNS(=O)(=O)c4ccc(Cl)s4)ccc32)c1 | 2.9%
Cc1ccc(NC(=O)c2c(C)oc3ncnc(N4CCCCC4)c23)cc1Cl | 2.5%
CCc1ccc(-n2nc3ccc(NC(=O)c4cc(Cl)c(OC)c(Cl)c4)cc3n2)cc1 | -1.1%
CCOC(=O)c1ccc2c(c1)N(CC(=O)N(C)c1ccccc1)C(=O)c1ccccc1S2 | -1.7%
Cc1ccc(OC(=O)c2cc(-c3ccccc3)nc3ccc(C)cc23)cc1 | 0.1%
COc1ccc(NC(=O)Cn2c(=O)oc3cc(S(=O)(=O)N4CCC(C)CC4)ccc32)c(OC)c1 | -1.7%
Cc1ccc(NC(=O)CN(C)S(=O)(=O)c2cnc[nH]2)cc1 | -1.6%
COc1ccc2cc3cc(C(=O)Nc4cc(C)c(Cl)cc4OC)oc3nc2c1 | 2.0%
Cc1ccc(NC(=O)C(c2ccccc2)N2Cc3ccccc3C2=O)cc1Cl (centres undefined) | 4.9%
Cc1ccc(CN2CCCn3nc(C(=O)NCc4ccccc4Cl)cc3C2=O)cc1 | -4.9%
CCOc1ccccc1NC(=O)C1CCN(S(=O)(=O)c2cc(Br)cc3c2N(C(C)=O)CC3)CC1 | ?
COC(=O)c1c(NC(=O)c2nc(SCc3ccc(F)cc3)ncc2Cl)sc2c1CCCC2 | -4.3%
Cc1ccccc1CSc1nc2c(sc3ccccc32)c(=O)n1CCCC(=O)NCCCOC(C)C | 0.8%
Clc1cccc(-c2nc3ccccn3c2Nc2ccc3c(c2)OCCO3)c1 | 13%
O=C(NCCc1ccccc1)c1nc(-c2ccc(Cl)cc2)n2c1CCCCC2 | 0.0%
Cn1ccc2cc(S(=O)(=O)N3CCCN(C(=O)Nc4ccccc4Br)CC3)ccc21 | -1.7%
CC(C)Oc1ccc(C(=O)N2CCC(c3nc4ccccc4o3)CC2)cc1 | -1.6%
CCCCC(=O)OC1=C(C(=O)c2ccccc2)N(C)S(=O)(=O)c2ccccc21 | -2.6%
Cc1cc(C)c(NC(=O)CSc2nncn3c2cc2oc(C)cc23)c(C)c1 | 1.3%
COc1cc(NC(=O)CSc2nc3nc(C)c(Cc4ccccc4Cl)c(C)n3n2)cc(OC)c1 | 1.6%
CCCC(=O)NCC1(N(C)C)CCCCC1 | -1.6%
CNC(=O)C1CCN(Cc2cc3ccccc3n2Cc2ccccc2C)CC1 | -0.5%
COc1cccc(-n2nnc(-c3nc(-c4cccs4)no3)c2N)c1 | 2.1%
COc1ccc(-n2cc(-c3ccccc3)c3c(NCc4cccc(Cl)c4)ncnc32)cc1 | 1.7%

Reformatted as labelled records: part of the list above
Structure: CCOC(=O)c1c(NC(=O)c2cc3nc(-c4ccccc4)cc(C(F)(F)F)n3n2)sc2c1CCC(C)C2 (centres undefined)
  Epigenetic reg: -1.3%

Structure: CCCCC(=O)OC1=C(C(=O)c2ccccc2)N(C)S(=O)(=O)c2ccccc21
  Epigenetic reg: -2.6%

Structure: Cc1cccc(C(=O)N2CCc3cc(CNS(=O)(=O)c4ccc(Cl)s4)ccc32)c1
  Epigenetic reg: 2.9%

Structure: Cc1ccc(CNC(=O)C2CCN(c3nn4cc(-c5ccc(F)cc5)nc4s3)CC2)cc1
  Epigenetic reg: -1.2%

Further structures
mol | Epigenetic reg
CCOC(=O)c1c(C)[nH]c(C)c1S(=O)(=O)N1CCN(c2cc(Cl)ccc2C)CC1 | 1.3%
CCSc1ncc(Cl)c(C(=O)N(Cc2ccccc2)Cc2ccco2)n1 | 1.2%
CCOC(=O)N1CCc2c(sc3c2c(=O)n(CCc2ccccc2)c(=O)n3CC(=O)Nc2ccc(C)cc2)C1 | 5.6%
CC(=O)N1CCN(c2nc3c(F)cc(F)cc3s2)CC1 | -2.6%
O=C(NCc1ccc(F)cc1)c1cc(Sc2ccc(F)cc2F)nc2ccccc12 | 5.5%
COc1ccc(NC(=O)C(=O)NCc2ccco2)cc1 | -1.6%
Cc1cccc(N2C(=O)CSC23C(=O)N(Cc2cccc(F)c2)c2ccccc23)c1 (centres undefined) | -3.0%
CSc1ccc(CCNC(=O)c2cc3cc(S(=O)(=O)N4CCCCC4)ccc3n2C)cc1 | 1.2%
Nc1c(-c2nc(-c3ccc(F)cc3)cs2)c2ccccn2c1C(=O)c1ccc2c(c1)OCO2 | -4.9%
CCOc1cc(C(=O)Nc2cccc3cccnc23)cc(OCC)c1OCC | 0.1%
COc1ccc(OC)c(NC(=O)c2cnn(-c3ccc(C)cc3)c2C2CCNCC2)c1 | -4.4%
